Kir21 inh: blocks the mouse Kir2.1 inward-rectifier potassium channel. HEK293-Kir2.1, FluxOR thallium flux fluorescence; active compounds read low. actives 0.85% (n = 310,000). B-score at 10 µM. AID 1672. P35561;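 active means fluorescence ratio B-score at or below minus 3 SD of library scores, with starting-brightness B-score within 2 SD, cut at about -4.2 in these data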;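 further: channel flux triggered by added potassium and thallium sulfate stimulus; B-score of peak minus minimum fluorescence over baseline after thallium stimulus; more negative B-score means stronger Kir2.1 block with less thallium influx; some compounds called inactive have numbers as strong as hits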
Target sequence (P35561 whole entry, looked up): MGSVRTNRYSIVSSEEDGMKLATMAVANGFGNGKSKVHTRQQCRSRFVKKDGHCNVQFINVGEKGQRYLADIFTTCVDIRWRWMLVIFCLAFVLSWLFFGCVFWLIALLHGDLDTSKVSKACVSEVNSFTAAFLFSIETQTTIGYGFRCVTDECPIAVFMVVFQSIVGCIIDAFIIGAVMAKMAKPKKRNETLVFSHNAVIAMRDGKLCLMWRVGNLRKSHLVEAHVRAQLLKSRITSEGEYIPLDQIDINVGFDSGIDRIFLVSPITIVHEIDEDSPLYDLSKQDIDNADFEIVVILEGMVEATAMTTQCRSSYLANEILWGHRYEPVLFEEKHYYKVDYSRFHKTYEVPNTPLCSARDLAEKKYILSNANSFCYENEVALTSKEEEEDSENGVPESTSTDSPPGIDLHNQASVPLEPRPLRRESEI
CHT block: inhibitors of human choline transporter CHT; Q9GZV3; CHT-expressing cells, membrane potential dye, choline response; active compounds read low; B-score at 10 µM; actives 0.86% (n = 310,000); AID 488975;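 active means B-score over 3 SD under the library average, and starting fluorescence ratio not unusually high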;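 further: choline stimulus applied at its EC90 after an EC20 pre-addition; B-score computed on integrated fluorescence ratio after choline addition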
Target sequence (Q9GZV3 whole entry, looked up): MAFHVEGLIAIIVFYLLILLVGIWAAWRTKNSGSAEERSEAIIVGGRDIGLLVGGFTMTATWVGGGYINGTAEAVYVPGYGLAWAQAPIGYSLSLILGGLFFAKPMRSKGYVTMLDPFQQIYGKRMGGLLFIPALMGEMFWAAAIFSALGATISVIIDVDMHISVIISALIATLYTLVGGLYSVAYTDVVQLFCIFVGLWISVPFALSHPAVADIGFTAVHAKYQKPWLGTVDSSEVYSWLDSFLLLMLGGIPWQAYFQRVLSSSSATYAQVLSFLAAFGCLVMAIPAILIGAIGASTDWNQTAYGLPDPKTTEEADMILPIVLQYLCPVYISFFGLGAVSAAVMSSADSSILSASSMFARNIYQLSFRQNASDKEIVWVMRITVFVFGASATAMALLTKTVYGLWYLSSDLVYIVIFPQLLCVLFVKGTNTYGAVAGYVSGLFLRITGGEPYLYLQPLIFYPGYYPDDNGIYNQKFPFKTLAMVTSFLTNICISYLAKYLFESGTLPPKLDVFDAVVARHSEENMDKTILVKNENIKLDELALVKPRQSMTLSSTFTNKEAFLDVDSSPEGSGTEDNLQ
* marks the source's active call; other numbers are inactive results; i = inactive; nt = not tested or not shown.

Sample of the layout (two entries):
SMILES	Kir21 inh	CHT block
COc1ccc(Cc2nc3ccc(C(=O)NC4CCOC4)cc3o2)cc1 (stereo unspecified)	-0.07	i
O=[N+]([O-])c1ccccc1CNCCO	nt	i

Main list, previewed entries included:
SMILES	Kir21 inh	CHT block
COc1ccc(Cc2nc3ccc(C(=O)NC4CCOC4)cc3o2)cc1 (stereo unspecified)	-0.07	i
O=[N+]([O-])c1ccccc1CNCCO	nt	i
C/C(=N\NC(=O)c1cc(-c2cccc(OC(C)C)c2)nc2ccccc12)c1cccnc1	0.31	i
COc1ccc(C(c2nnnn2Cc2cccs2)N2CCC(C(N)=O)CC2)c(OC)c1 (stereo unspecified)	-0.79	i
O=C(NC1CCCC1)C(c1cccs1)N(C(=O)c1ccco1)c1ccc2c(c1)OCCO2 (stereo unspecified)	-1	i
CCCSc1cc(=O)n(-c2ccccc2)nc1C(=O)OCC	-1.3	i
Cc1ccc(S(=O)(=O)c2nnn3c2nc(N2CCC(C(N)=O)CC2)c2ccccc23)cc1	0.22	i
COc1ccc(NC(=O)CSc2ccc3nnc(-c4cccnc4)n3n2)c(OC)c1	-0.01	i
COc1ccc(Cn2c(=O)[nH]c3cc(C(=O)NCc4ccc5c(c4)OCO5)ccc3c2=O)cc1	1.6	i
N#CCCN(C(=O)COC(=O)c1ccc(S(=O)(=O)Nc2ccccc2)cc1)c1ccccc1	0.59	i
Cc1cccc(N2CCN(C(=O)CCc3nc4ccccc4[nH]3)CC2C)c1 (stereo unspecified)	-0.28	i
CC(C)N1CCN(Cc2nc3ccccc3s2)CC1CCO (stereo unspecified)	-1.7	i
Cc1ccc(-c2nc(N)n(C(=O)c3ccco3)n2)cc1	1.3	i
Cc1cc2c(s1)c1cnn(Cc3ccccc3F)c(=O)c1n2C	1.2	i
COc1cc(N2C(=O)C=CC2=O)c(OC)cc1Cl	-2.7	i
Cc1cc(N/N=C/c2ccccc2)nc(NCc2ccccc2)n1	0.65	i
COc1ccc(C)cc1NC(=O)C1CCC(CNc2c(N3CCOCC3)c(=O)c2=O)CC1 (stereo unspecified)	0.61	i
COc1cccc(CN(C(=O)c2cccc(OC)c2)C2CCS(=O)(=O)C2)c1 (stereo unspecified)	0.43	i
COCCCNC(=O)c1cc(S(=O)(=O)N2CCOCC2)ccc1SCc1cccc(OC)c1OC	-0.58	i
Nc1n[nH]c(C2CC2)c1N=Nc1ccc(Cl)c(Cl)c1	0.61	i
Cc1ccc(C(=O)COC(=O)CNC(=O)COc2ccccc2C)cc1C	0.15	i
CN1C(=O)C(CC(=O)NCCc2ccccc2)N(NC(=O)c2cccc(F)c2)C1=S (stereo unspecified)	0	i
CN1CCN(NC(=O)Nc2ccc(F)cc2)CC1	-0.92	i
CCN1CCN(C(=S)c2ccc(-c3ccccc3)cc2)CC1	0.01	i
Cc1ccc(C(=O)NCCN2CCN(C(=O)c3ccc(C)c(C)c3)CC2)cc1C	1.2	nt
Cc1cc(C)cc(NC(=O)c2ccc(NC3=NC4CS(=O)(=O)CC4S3)cc2)c1 (stereo unspecified)	-2.5	i
CC1(C)OC(c2ccccc2)=C/C(=C/C=Nc2ccccc2)O1	-1.6	i
COCC(=O)NNS(=O)(=O)c1ccccc1[N+](=O)[O-]	1.3	i
COC(=O)C1=C(C)N(c2ccc(Br)cc2)C(=O)/C1=C\c1ccco1	0.28	i
COc1ccc(-c2cn[nH]c2N)c(OC)c1	0.46	i

Single records, as listed above. Values in the order: Kir21 inh	CHT block
Cc1ccc(C(=O)NCCN2CCN(C(=O)c3ccc(C)c(C)c3)CC2)cc1C across the screens: 1.2	nt
Cc1ccc(C(=O)COC(=O)CNC(=O)COc2ccccc2C)cc1C across the screens: 0.15	i
CCN1CCN(C(=S)c2ccc(-c3ccccc3)cc2)CC1 across the screens: 0.01	i
COc1ccc(C)cc1NC(=O)C1CCC(CNc2c(N3CCOCC3)c(=O)c2=O)CC1 (stereo unspecified) across the screens: 0.61	i
CN1C(=O)C(CC(=O)NCCc2ccccc2)N(NC(=O)c2cccc(F)c2)C1=S (stereo unspecified) across the screens: 0	i

Additional records.
SMILES	Kir21 inh	CHT block
COc1cccc2sc(Nc3nc4ccc(NC(C)=O)cc4s3)nc12	0.36	i
O=C(COc1ccc(S(=O)(=O)N2CCOCC2)cc1)NCc1ccccn1	-0.87	i
CC(=O)c1nn(-c2ccccc2)cc1C(=O)c1ccc(Br)cc1	0.45	i
CN1/C(=C/C(=S)NC(=O)C2CCC2)C(C)(C)c2ccccc21	-0.8	i
COc1cc(/C=C2\SC(=S)N(NS(=O)(=O)c3ccc(C)cc3)C2=O)ccc1O	-0.05	i
CCN(C(=O)c1cc([N+](=O)[O-])ccc1NCc1cccnc1)c1ccccc1	-0.92	i
CC1=C(C(N)=O)C(c2cccs2)n2nc(-c3cccc(Cl)c3)nc2N1 (stereo unspecified)	0.68	i
CN(C(=O)c1ccncc1)c1nnc(-c2ccccn2)s1	0.04	i
O=C(CNC(=O)c1ccccc1)NCCO	-1	i
COC(=O)CNC(=O)COC(=O)C(Cc1ccccc1)NC(=O)c1ccco1 (stereo unspecified)	1.7	i
CCN(C(=O)c1sc(N)c(C#N)c1C)C1CCCCC1	0.44	i
Cc1cc(C)cc(NC(=O)CSc2nc3ccccc3nc2N2CCCCC2)c1	0.35	i
CCOC(=O)NC(=O)CSc1nc2ccc(OCC)cc2[nH]1	0.7	i
COc1cccc(CC(NC(C)=O)C(=O)NC2CCN(S(=O)(=O)c3cccc4ccccc34)CC2)c1 (stereo unspecified)	0.63	i
CC(C(=O)O)N1c2cccc3cccc(c23)S1(=O)=O (stereo unspecified)	0.13	i
O=C(COc1ccc2c(c1)oc(=O)c1ccccc12)NCCCN1CCOCC1	0.54	i
CCNc1nc(NOC)nc(OCC#N)n1	-1.6	i
CN(CC(=O)Nc1ccc(Cl)c(C(F)(F)F)c1)C(=O)C1(c2ccccc2)CC1	2.2	i
NC(=O)c1ccsc1NC(=O)c1cccs1	0.49	i
Cn1c(SCC(=O)Nc2ccc(N3CCOCC3)cc2)nnc1-c1ccco1	1	i
COC(=O)c1sc(NC(=O)/C=C/c2ccc(C)cc2)nc1C	1.2	i
c1ccc(C2NCCc3ccccc32)cc1 (stereo unspecified)	-0.57	i
O=C(c1ccc(Br)cc1)N(Cc1nc2ccccc2c(=O)[nH]1)C1CCCC1	-0.24	i
O=C(Nc1ccc(Cl)cn1)c1ccccc1F	-0.06	i
CCN(CC)C(=O)Cn1c(=O)n(-c2ccccc2)c(=O)c2sccc21	-0.03	i
O=C(O)CCCCn1c(SCc2ccccc2Cl)nc2ccsc2c1=O	0.44	nt
CCOC(=O)c1ccccc1-c1csc(NS(=O)(=O)c2ccc(Cl)cc2)n1	-2.6	i
Cc1cc(C(=O)OCC(=O)N(CC(C)C)c2c(N)n(Cc3ccccc3)c(=O)[nH]c2=O)c2ccccc2n1	0.31	i
CCC(NC(=S)Nc1ccccc1)C(=O)O (stereo unspecified)	-0.51	i
O=C(Cc1ccc(Br)cc1)OCC(=O)N1CCc2ccccc2C1	0.02	i
O=C(CSc1ccccn1)Nc1ccc(F)c([N+](=O)[O-])c1	-1.4	i
CC(CN1CCCC1)OC(=O)c1ccc(Cl)cc1 (stereo unspecified)	0.99	i
CCOC(=O)C1=C(CS(=O)(=O)c2ccccc2)NC(=O)NC1c1cc(OC)c(O)c(OC)c1 (stereo unspecified)	-0.75	i
CC(=O)n1cc(Nc2ccccc2C(=O)O)c2ccccc21	-1	i
O=C(c1ccc(F)cc1)N1CCOC(c2nc(-c3ccc(F)cc3)no2)C1 (stereo unspecified)	nt	i
CCOC(=O)C1CCCN(C(=O)c2cc3c(=O)n4ccccc4nc3s2)C1 (stereo unspecified)	0.93	i
Cc1cccc(NC(=O)c2c(O)c3ccccc3n(C)c2=O)c1	-1.6	i
O=C(CCNC(=O)Cn1cnc2ccccc2c1=O)NCC1COc2ccccc2O1 (stereo unspecified)	-0.07	i
CCCN=C1N/C(=C\c2ccco2)C(=O)N1c1ccccc1	-0.34	i
CCOC(=O)C1CCCN(C(=O)c2ccc3nc(-c4ccccc4)c(-c4ccccc4)nc3c2)C1 (stereo unspecified)	-0.01	i
O=C(O)C1CCCCC1C(=O)N1CC=C(c2ccccc2)CC1 (stereo unspecified)	-0.02	i
Cc1cc(C)nc(Sc2ccc(C=O)cc2[N+](=O)[O-])n1	0.23	i
Cn1cc(S(=O)(=O)N2CCN(c3cccc(Cl)c3)CC2)c(=O)n(C)c1=O	0.54	i
O=C(NCCN1CCOCC1)c1cc2n(n1)C(C(F)(F)F)CC(c1ccc(F)cc1)N2 (stereo unspecified)	1.4	i
O=C(O)CC/C(=N\NC(=O)c1ccc(F)cc1)c1ccc(Br)cc1	0.62	i
Cc1ccc(NC(=S)NC(=O)c2ccc(-c3ccc(Cl)cc3)o2)c(O)c1	0.02	i
CC1=NN(C(=O)c2ccccc2Cl)C(O)(c2ccccc2)C1 (stereo unspecified)	-2.4	i
O=C(NCc1ccco1)C1CCN(c2ccc(S(=O)(=O)N3CCOCC3)cc2[N+](=O)[O-])CC1	0.06	i
CN(C)/C=C/C(=O)c1c(F)cccc1F	-0.1	i
CCOc1ccc(NC(=O)CN(C)C(=O)c2cccnc2Sc2ccccc2Cl)cc1OCC	0.67	i
COc1ccc(CC(=O)N2CCN=C2SC)cc1OC	-2.8	i
CN(C)S(=O)(=O)c1ccc2c(c1)C(=NO)c1cc(S(=O)(=O)N(C)C)ccc1-2	-0.14	i
CC(=O)NC(Cc1ccccc1F)C(=O)NC1CCN(C(=O)NCc2ccccc2)CC1 (stereo unspecified)	1.2	i
O=c1[nH]cnc2ccc([N+](=O)[O-])cc12	-0.1	i
CCc1ccc2oc(-c3cc(N)ccc3Cl)nc2c1	0.29	i
Cc1sc2ncnc(OCC(=O)N3CCN(S(=O)(=O)c4ccc(Cl)cc4)CC3)c2c1C	0.98	i
COc1ccc(CC(=O)N[C@@H](C)C(=O)N2CCC3(CC2)NCCc2[nH]cnc23)cc1	-1.3	i
COC(=O)c1cc(N=CC2=C(O)CC(C)(C)CC2=O)cc(C(=O)OC)c1	-0.88	i
CC(=O)Nn1c(C)nnc1-n1nc(C)cc1C	1.6	i
Cc1ccc(S(=O)(=O)NCc2nnc(SCC(=O)Nc3cccc(C)c3C)n2C)cc1	-0.02	i
(list continues)
SMILES	Kir21 inh	CHT block
CC1CCCC(C)N1C(=O)CSc1ccc(-c2ccc3c(c2)OCCO3)nn1 (stereo unspecified)	-0.27	i
O=C(c1ccc(Cl)c(S(=O)(=O)N2CCCC2)c1)N1CCCCC1	0.01	i
CCOC(=O)C1=C(C)NC(C)=C(C(=O)OCC)C1C(=O)OCC(=O)N1CCCCC1CC (stereo unspecified)	0.01	i
C/C(=N\NC(=O)CNC(=O)C1COc2ccccc2O1)c1ccc(Cl)cc1 (stereo unspecified)	0.12	i
Cc1ccccc1-n1c(=O)c2ccccc2n2nnnc12	-0.16	i
O=S1(=O)CCOC[C@H](c2ccccc2)N1Cc1ccccc1	-3.3	i
O=C(CSc1n[nH]c(=O)[nH]c1=O)NCC1CCCCC1	-1.2	i
CCOC(=O)c1[nH]c2ccc(F)cc2c1NC(=O)c1ccccc1C(=O)O	-0.7	i
O=C(Nc1ccccc1OC(F)F)C1CC(=O)N(Cc2ccccc2)C1 (stereo unspecified)	-1.3	i
COc1ccc2c(c1OC)c(=O)n1c3ccc(OC(C)C(=O)NCCCN4CCOCC4)cc3c3ccnc2c31 (stereo unspecified)	0.5	i
O=C(N1CCN=C1SCc1cccnc1)C12CC3CC(CC(C3)C1)C2	0.89	i
NNC(=O)CN1C(c2ccc(Cl)cc2)=Nc2ccc(Br)cc2C1c1ccccc1 (stereo unspecified)	-0.4	i
CN(C)c1ccc(N=Nc2ccccc2C(=O)OCC(=O)NC2CCCC2)cc1	-0.42	i
O=S(=O)(/C=C/c1ccccc1)NCCc1ccccn1	0.48	i
COc1ccc(-n2cnnc2SC(C)c2nc3sc(C)c(C)c3c(=O)[nH]2)cc1 (stereo unspecified)	0.34	nt

Given with two lines to a compound: entries from further up
Order of values – Kir21 inh	CHT block
CCOC(=O)c1[nH]c2ccc(F)cc2c1NC(=O)c1ccccc1C(=O)O
→ -0.7	i
O=C(Nc1ccccc1OC(F)F)C1CC(=O)N(Cc2ccccc2)C1 (stereo unspecified)
→ -1.3	i
COc1ccc2c(c1OC)c(=O)n1c3ccc(OC(C)C(=O)NCCCN4CCOCC4)cc3c3ccnc2c31 (stereo unspecified)
→ 0.5	i
O=C(N1CCN=C1SCc1cccnc1)C12CC3CC(CC(C3)C1)C2
→ 0.89	i
NNC(=O)CN1C(c2ccc(Cl)cc2)=Nc2ccc(Br)cc2C1c1ccccc1 (stereo unspecified)
→ -0.4	i
CN(C)c1ccc(N=Nc2ccccc2C(=O)OCC(=O)NC2CCCC2)cc1
→ -0.42	i
O=S(=O)(/C=C/c1ccccc1)NCCc1ccccn1
→ 0.48	i

Additional compounds
SMILES	Kir21 inh	CHT block
CCCCNC(=O)Cn1c(=O)n(C)c2ccccc21	-3.3	i
CN(CCC#N)C(=O)c1ccc(CNS(=O)(=O)c2ccc(F)cc2)cc1	3.1	i
COc1cc2c(cc1OC)C(c1ccc(C)cc1)NC(=O)C2 (stereo unspecified)	-0.02	i
O=[N+]([O-])c1ccccc1CSc1nc2ccccc2o1	2.4	i
O/N=C/c1ccn(-c2ccc(Br)cc2)c1	-0.68	i
Cc1cc(-n2[nH]c(C)c(C)c2=O)nc(-c2ccccc2O)n1	-0.65	i
Cc1cc2c(c(SCC(N)=O)n1)C(=O)OC2	0.02	i
Cc1cccc(NC(=O)Cn2nc(-c3ccco3)ccc2=O)c1C	0.08	i
Cc1cc2c(cc1S(=O)(=O)N1CC(C)CC(C)C1)OCC(=O)N2 (stereo unspecified)	-1.3	i
CC(=O)Nc1ccc(NC(=O)COC(=O)c2c(C)nn(-c3ccccc3)c2C)cc1	2.4	i
c1ccc2c(OCCCCN3CCCC3)cccc2c1	0.93	i
CCN(CC)c1ccc(NC(=O)Nc2cccc3ccccc23)cc1	2	i

Screening results: PubChem, Johns Hopkins Ion Channel Center

Rows were taken by chance; any-hit rate near 1.6%.
